# Mm-Cpn inhibitor = Inhibitors of TCP-1 ring complex (TRiC) of Methanococcus maripaludis (MmCpn): qHTS | Chaperonin Mm-Cpn (Methanococcus maripaludis) | purified Mm-Cpn ATPase, ADP Transcreener TR-FRET | Potency, µM (top dose mostly 76.9 µM), without a hit: at the highest dose activity, negative = inhibition, hits mostly inhibitors | actives 0.031% (n = 330,000); also: potency is read from the fitted curve at half-maximal effect; % is scaled to controls: 0 for no effect and ±100 for the full control effect; nearly all actives have a fitted effect of over 80% in size
#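 ATPase read-out: TR-FRET ADP immunoassay (anti-ADP Eu cryptate vs ADP-d2), ex 320 nm, em 590/665 nm; signal drops as ADP forms. Enzyme 25 nM, ATP 10 uM, 30 min at 37°C after 10 min compound preincubation.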
# EPAC2 ag = qHTS for Agonist of cAMP-regulated guanine nucleotide exchange factor 4 (EPAC2): primary screen | Rap guanine nucleotide exchange factor 4 (Homo sapiens), Q8WZA2 | EPAC2 activation, biochemical qHTS; response scale: 100% = 6.5 mM cAMP response | Potency, µM (series often up to 154 µM), for inactives: top-dose activation, hits mostly activators | actives 0.079% (n = 360,000) | AID 720711, 2013; also: potency is read from the fitted curve at half-maximal effect; nearly all actives have a fitted effect of over 50% in size
# Target sequence (Q8WZA2 whole entry, looked up): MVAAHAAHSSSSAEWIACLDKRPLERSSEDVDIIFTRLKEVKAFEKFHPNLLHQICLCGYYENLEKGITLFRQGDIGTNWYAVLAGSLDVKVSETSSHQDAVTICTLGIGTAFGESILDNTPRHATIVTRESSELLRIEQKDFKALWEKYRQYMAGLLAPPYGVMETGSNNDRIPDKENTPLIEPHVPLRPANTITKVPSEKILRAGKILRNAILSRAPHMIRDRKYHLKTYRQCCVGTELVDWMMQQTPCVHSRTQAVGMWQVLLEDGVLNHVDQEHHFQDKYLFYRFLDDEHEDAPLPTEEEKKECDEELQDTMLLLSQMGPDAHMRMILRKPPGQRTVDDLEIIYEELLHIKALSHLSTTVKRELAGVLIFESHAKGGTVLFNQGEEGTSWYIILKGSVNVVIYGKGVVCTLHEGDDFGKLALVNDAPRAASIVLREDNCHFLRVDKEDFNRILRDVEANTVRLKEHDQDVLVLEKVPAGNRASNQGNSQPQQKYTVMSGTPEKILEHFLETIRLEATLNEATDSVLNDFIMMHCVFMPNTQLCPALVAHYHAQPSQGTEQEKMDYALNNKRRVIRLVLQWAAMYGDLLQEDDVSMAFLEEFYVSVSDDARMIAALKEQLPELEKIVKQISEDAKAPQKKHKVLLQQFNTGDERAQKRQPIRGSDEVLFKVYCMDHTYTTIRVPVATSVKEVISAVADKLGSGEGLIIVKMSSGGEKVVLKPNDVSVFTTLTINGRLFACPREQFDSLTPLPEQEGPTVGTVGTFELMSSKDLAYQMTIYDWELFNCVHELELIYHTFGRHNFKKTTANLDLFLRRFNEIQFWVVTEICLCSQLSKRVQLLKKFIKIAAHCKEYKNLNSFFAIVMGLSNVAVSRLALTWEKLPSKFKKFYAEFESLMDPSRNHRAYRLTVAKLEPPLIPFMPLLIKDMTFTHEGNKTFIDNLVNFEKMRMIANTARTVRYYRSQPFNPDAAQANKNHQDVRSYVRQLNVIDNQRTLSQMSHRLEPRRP
#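 qHTS, titration series. 100 nM EPAC2 / 250 nM Rap1B-BODIPY-GDP / 50 uM GDP; RT; ex 480/em 540 nm, 5-min reads to 30 min. Norm. to 6.5 mM cAMP = activation.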
# EPAC2 antag = qHTS for Antagonist of cAMP-regulated guanine nucleotide exchange factor 2 (EPAC2): primary screen | Rap guanine nucleotide exchange factor 4 (Homo sapiens), Q8WZA2 | EPAC2 GEF exchange of Rap1B-BODIPY-GDP, fluorescence | Potency, µM (highest dose often 114 µM), for inactives: at the top dose activity, negative = inhibition, actives largely listed as inhibitors | actives 0.18% (n = 360,000) | AID 720708, 2013; also: potency is read from the fitted curve at half-maximal effect; % is scaled to controls: 0 for no effect and ±100 for the full control effect; nearly all actives have a fitted effect of over 45% in size; many of its hits are not listed in these tables
# Akt phos inh = HTS Assay for Inhibitors of Akt Phophorylation: Primary Screen. Neuro2A IGF-stimulated pAkt S473 HTRF, 20 min; hits give low values. actives 0.32% (n = 360,000). activity change, % for hits at 50 µM; in the data active = activity change below about -80%; inconclusive = mostly about -51% to -80%; also: % is scaled to controls: 0 for no effect and ±100 for the full control effect
#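 Neuro2A cells (4,500/well, DMEM with 0.5% FBS) were treated with compound at a single 50 µM final concentration, stimulated with 6 nM IGF for 20 min at 37 °C, and lysed. Phospho-Akt Ser473 was read by HTRF as 665/615 ratio ×10^4.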
# A549 viability = Nrf2 qHTS screen for inhibitors: counterscreen for cytotoxicity; AID 504648, 2011; A549 ARE-Fluc cells, CellTiter-Fluor viability, 18-24 h; actives 0.16% (n = 390,000); Potency, µM (series often up to 46 µM), inactives show at the highest dose activity change, negative = cytotoxicity, hits mostly inhibitors; also: potency is read from the fitted curve at half-maximal effect; % is scaled to controls: 0 for no effect and ±100 for the full control effect
#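 Cytotoxicity counterscreen: CellTiter-Fluor fluorescence was measured in A549 ARE_Fluc cells after 18-24 h of compound exposure in a concentration series. The subsequent BugLite luminescent read reports ARE-luciferase activity.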
# TGFb inhibitor = qHTS for Inhibitors of TGF-b; HepG2 CAGA-GFP TGF-b/SMAD3 reporter, GFP fluorescence, 18 h; TGF-beta stimulated, 500 pg/mL final; Potency, µM (highest dose often 46.1 µM), inactives show top-dose activity, negative = inhibition, most hits filed as inhibitors; actives 1.2% (n = 410,000); AID 588855, 2011; also: potency is read from the fitted curve at half-maximal effect; % is scaled to controls: 0 for no effect and ±100 for the full control effect; nearly all actives have a fitted effect of over 65% in size
#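 First, reporter cells (HEPG2 CAGA-GFP) rested 2 h at 37 degrees C. Next, compounds were pinned in and TGF-beta added to 500 pg/mL final. After 18 h, GFP was imaged per cell and summed per well.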
# Nrf2 ARE act = qHTS of Nrf2 Activators; actives 0.31% (n = 410,000); AREc32 ARE-luciferase reporter (MCF7-derived line), luminescence, 24 h; AID 624171, 2012; Potency, µM (doses to about 46.1 µM), for inactives: top-dose activation, hits mostly activators; also: potency is read from the fitted curve at half-maximal effect; % of control where 0% means no effect; nearly all actives have a fitted effect of over 65% in size
#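 Luciferase luminescence (Steady-Glo, 30 min at room temperature) served as the read-out of ARE activation in AREc32 cells treated with compounds for 24 hr at 37 deg C.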
# CCT chaperon mod = High-Throughput Screening for Modulators of Cytosolic Chaperonin Activity | actives 0.3% (n = 360,000) | purified chaperonin ATPase assay, HTRF ADP detection, 30 min | activity change, % (test concentration not listed), hits read low | AID 651819, 2012; in the data active = activity change below about -30%; also: % is scaled to controls: 0 for no effect and ±100 for the full control effect
#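 We incubate TRiC, 40 or 20 nM final, with library compounds at 76 uM and 10 uM ATP for 30 min at 37 °C. ADP formed is detected with Transcreener HTRF reagents after 30 min at room temperature.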
# Nrf2 block = Nrf2 qHTS screen for inhibitors. A549 ARE-Fluc reporter, luciferase luminescence, 18-24 h. Potency, µM (titrated, usually from 46 µM), for the others: top-dose activity change, negative = inhibition, actives largely listed as inhibitors. actives 2.1% (n = 360,000). AID 504444, 2011; also: potency is read from the fitted curve at half-maximal effect; % is scaled to controls: 0 for no effect and ±100 for the full control effect; nearly all actives have a fitted effect of over 60% in size
#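 Concentration-response testing used A549 ARE_Fluc cells at 5000 cells/well. Following an 18-24 h compound incubation, viability was read by fluorescence (Ex 405/Em 525) and luciferase output by luminescence.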
# The depositor's hits bear a star; i = inactive; ? = inconclusive; nt = not tested or not shown; & = joins results of further samples; [ ] = another dose, or the depositor's remark. Unless noted, calls follow the shape of the dose curve; as a rule, active = well fitted curve in the direction sought with a large enough effect; inconclusive = small, poorly fitted or top-dose-only effect, or another doubt; inactive = no such curve, though single readings can be large; an effect the other way counts as inactive or inconclusive.
# Order of results – Mm-Cpn inhibitor	EPAC2 ag	EPAC2 antag	Akt phos inh	A549 viability	TGFb inhibitor	Nrf2 ARE act	CCT chaperon mod	Nrf2 block
Nc1nc(Nc2ccccc2)nc(N2CCCC2)c1[N+](=O)[O-]
 : -2%	12%	0%	i	2%	?	9.2%	-1.1	?
CCOc1ccccc1OC(C)C(=O)Nc1ccc(S(=O)(=O)N2CCCC2)cc1 (stereo not drawn)
 : 2%	8%	-1%	i	-3%	-9%	-0.3%	-1.3	23%
CNC(=O)NC(=O)C(C)OC(=O)c1c(C)noc1C (stereo not drawn)
 : 2%	11%	-3%	i	0%	3%	0.5%	-1.8	-4%
COc1ccc(C(=O)N/C(=C/c2ccc(Cl)cc2)C(=O)NCc2ccncc2)cc1
 : -1%	10%	7%	i	-4%	-12%	1.2%	-0.9	7%
CC(C)(C)NC(=S)Nc1ccc(Nc2ccccc2)cc1
 : 0%	17%	0%	i	-9%	?	1.8%	-1.1	?
Cc1cccc(N2CCN(C(=O)c3ccc4[nH]c(C)c(C)c4c3)CC2)c1C
 : -2%	12%	-4%	i	?	?	-0.3%	-0.2	-14%
Cc1cc([N+](=O)[O-])nn1Cc1ccc(C(=O)N/N=C/c2ccc(N(C)C)cc2)cc1
 : -2%	6%	0%	i	-14%	1%	-0.2%	-1.0	-12%
COc1ccc(CNC(=O)c2c(C)cc(=O)oc2C)cc1
 : -2%	-1%	-2%	i	-5%	1%	0.3%	0.9	-11%
Cc1nnc(SCc2nc(-c3ccc(Cl)cc3)no2)n1-c1ccc(F)cc1
 : nt	nt	nt	nt	2%	-14%	5.0%	nt	?
CCc1ccc(NC(=O)CCCc2nnc3n(CC(C)C)c(=O)c4sccc4n23)cc1
 : nt	nt	nt	nt	-6%	-24%	-0.8%	nt	-14%

# Single values from above.
# CCOc1ccccc1OC(C)C(=O)Nc1ccc(S(=O)(=O)N2CCCC2)cc1 (stereo not drawn) in Mm-Cpn inhibitor is listed with 2%
# COc1ccc(CNC(=O)c2c(C)cc(=O)oc2C)cc1 in Nrf2 block is listed with -11%

# The results go on:
# Order of results – Mm-Cpn inhibitor	EPAC2 ag	EPAC2 antag	Akt phos inh	A549 viability	TGFb inhibitor	Nrf2 ARE act	CCT chaperon mod	Nrf2 block
Cc1ccc(S(=O)(=O)NCCCNS(C)(=O)=O)cc1
 : -1%	8%	5%	i	-3%	-5%	-0.1%	-2.7	nt
O=C(Nc1ccc2oc(-c3ccccc3)nc2c1)c1ccncc1
 : -1%	-10%	-1%	i	1%	14%	4.4%	-1.6	nt
N#Cc1c(N)n(-c2ccc(N)cc2)c2nc3ccccc3nc12
 : -3%	10%	1%	i	-1%	6%	0.2%	-3.1	-2%
Cc1cc(C(=O)N/N=C/c2cc(Br)cc([N+](=O)[O-])c2O)c2ccccc2n1
 : 1%	-6%	-6%	i	-5%	-12%	2.4%[9.22 µM]	0.2	?
COc1cccc(NC(=S)NC(=O)c2cncc(Br)c2)c1
 : nt	2%	-2%	i	0%	-12%	0.7%	-2.4	21%
CCOCCn1c(=O)c2c(nc3n2CC(C)CN3Cc2ccccc2)n(C)c1=O (stereo not drawn)
 : 0%	-5%	-14%	i	5%	6%	-0.9%	-0.5	?
CN(C)C1=NC[C@H](Cc2ccccc2)N1CC1CCC(C(C)(C)C)CC1 (stereo partly drawn)
 : 2%	9%	10%	i	-1%	0%	0.1%	-4.0	3%
COc1ccc(CCNC(=O)C(=O)NCC2OCCN2S(=O)(=O)c2ccc(F)cc2)cc1 (stereo not drawn)
 : 0%	2%	9%	i	4%	-9%	0.5%	1.5	1%
CCCCNC(=O)CCn1c(=O)c2ccccc2n(Cc2ccc(F)cc2)c1=O
 : 1%	0%	15%	i	2%	3%	0.2%	1.3	-3%
Cc1ccc(NC(=O)CN2C(=S)NC(C)(C)CC2C)cc1Cl (stereo not drawn)
 : 1%	4%	5%	i	-9%	-18%	1.7%	-3.9	?

# Next compounds follow:
# Order of results – Mm-Cpn inhibitor	EPAC2 ag	EPAC2 antag	Akt phos inh	A549 viability	TGFb inhibitor	Nrf2 ARE act	CCT chaperon mod	Nrf2 block
CC(=O)N(C(C)=O)c1ccc2c(c1)OCCO2
 : nt	2%	0%	i	nt	7%	-1.6%	0.6	nt
COc1cc(C)c(NC(=O)C(=S)N2CCCC2)cc1C
 : -3%	4%	5%	i	1%	14%	-0.1%	2.8	-6%
CCC(=O)c1ccc(OC)c(OC)c1O
 : 2%	13%	7%	i	2%	7%	0.2%	-3.8	-5%
O=C(Nc1cc(S(=O)(=O)N2CCOCC2)ccc1N1CCCC1)c1cnccn1
 : -5%	-1%	3%	i	-3%	-26%	-0.5%	0.5	7%
COc1ccc(CCNC(=O)C2C3CCC(C3)C2C(=O)O)cc1OC (stereo not drawn)
 : -2%	-3%	2%	i	2%	2%	-0.8%	-1.3	2%
COc1ccc(C2CC(=O)N(CC(=O)Nc3ccc(C)c(Cl)c3)c3ccccc3S2)cc1OC (stereo not drawn)
 : nt	nt	nt	nt	-5%	-6%	0.5%	nt	?
Cc1ccc(N2CC(C(=O)Nc3nnc(SCc4ccccn4)s3)CC2=O)cc1 (stereo not drawn)
 : 3%	5%	11%	i	-12%	?	-0.6%	-1.0	-8%
CC1Cc2ccccc2N1C(=O)CN1C(=O)NC(C)(CCc2ccccc2)C1=O (stereo not drawn)
 : 1%	-10%	-2%	i	-9%	-13%	0.7%	-3.5	-1%
CCN(CC)CCN1C(=O)c2oc3ccc(F)cc3c(=O)c2C1c1ccncc1 (stereo not drawn)
 : -1%	19%	-3%	i	-4%	-16%	-0.9%	-2.8	4%
CCC(C)[C@H](NC(=O)Nc1ccc(Oc2ccccc2)cc1)C(=O)O (stereo partly drawn)
 : 1%	-14%	6%	i	-8%	-5%	8.0%	-2.0	1%

# Looked up by structure from the list above, five records:
# Order of results – Mm-Cpn inhibitor	EPAC2 ag	EPAC2 antag	Akt phos inh	A549 viability	TGFb inhibitor	Nrf2 ARE act	CCT chaperon mod	Nrf2 block
CCC(C)[C@H](NC(=O)Nc1ccc(Oc2ccccc2)cc1)C(=O)O (stereo partly drawn)
 : 1%	-14%	6%	i	-8%	-5%	8.0%	-2.0	1%
COc1ccc(C2CC(=O)N(CC(=O)Nc3ccc(C)c(Cl)c3)c3ccccc3S2)cc1OC (stereo not drawn)
 : nt	nt	nt	nt	-5%	-6%	0.5%	nt	?
CC1Cc2ccccc2N1C(=O)CN1C(=O)NC(C)(CCc2ccccc2)C1=O (stereo not drawn)
 : 1%	-10%	-2%	i	-9%	-13%	0.7%	-3.5	-1%
O=C(Nc1cc(S(=O)(=O)N2CCOCC2)ccc1N1CCCC1)c1cnccn1
 : -5%	-1%	3%	i	-3%	-26%	-0.5%	0.5	7%
CCC(=O)c1ccc(OC)c(OC)c1O
 : 2%	13%	7%	i	2%	7%	0.2%	-3.8	-5%

# Next part.
# Order of results – Mm-Cpn inhibitor	EPAC2 ag	EPAC2 antag	Akt phos inh	A549 viability	TGFb inhibitor	Nrf2 ARE act	CCT chaperon mod	Nrf2 block
Clc1ccc(-c2noc(COc3ccccc3)n2)cc1
 : -1%	12%	-3%[57.1 µM]	i	5%	-19%	0.1%	-0.1	11%
Cc1ccc(NS(=O)(=O)c2ccc3c(c2)NC(=O)CO3)c(C)c1
 : -1%	10%	-16%	i	4%	0%	0.7%	-1.8	-15%
CCC(=O)Nc1nnc(S(=O)(=O)N(CC)c2ccc(OC)cc2)s1
 : -1%	6%	-3%	i	0%	-12%	4.5%	0.6	27%
O=C(COC(=O)CCCNC(=O)c1ccc(Cl)cc1)Nc1cc(Cl)c(Cl)cc1Cl
 : 1%	1%	4%	i	-4%	1%	-0.4%[9.22 µM]	-1.7	11%
CC(C)(C)OC(=O)CNC(=O)c1[nH]cnc1C(=O)N[C@@H](CCCCN)C(=O)OC(C)(C)C
 : 1%	2%	-2%	i	4%	18%	-1.5%	0.8	?
CCOc1ccc(NC(=O)CN2CCN(CC(=O)Nc3ccc(OC)cc3)CC2)cc1
 : -19%	-6%	9%	i	14%&3%	10%&32%	2.9%&-0.1%	5.5	17%
CCOC(=O)c1c(NC(=O)Cn2nnc(-c3ccccc3Cl)n2)sc(C)c1C
 : -1%	15%	-9%	i	0%	21%	-0.5%	-0.8	nt
O=C(Nc1cc(N2CCCCC2)ncn1)c1ccc(F)cc1
 : 0%	9%	-7%	i	1%	-9%	-0.8%	-2.6	?
CS(=O)(=O)c1ccc(N2CCN(S(=O)(=O)c3cccs3)CC2)c([N+](=O)[O-])c1
 : 2%	10%	-2%	i	0%	?	0.2%	-2.1	?
CCOC(=O)CNC(=O)C1(/C=C/c2ccccc2)CC(=O)N1c1ccc(OC)cc1 (stereo not drawn)
 : 2%	9%	3%	i	-13%	1%	2.2%	0.9	?
COc1ccccc1NC(=O)N1CCN(C(=O)Nc2ccccc2OC)CC1
 : 0%	-1%	4%	i	0%	-4%	-2.9%	-2.1	-30%
NCc1nc2cccnc2n1Cc1ccccc1Cl
 : nt	nt	nt	nt	-16%	-4%	-0.8%	nt	8%
Cc1cccc(Nc2c(-c3ccc(N4CCOCC4)cc3)nc3ncccn23)c1
 : 0%	-6%	11%	i	-1%	4%	0.3%	-1.5	0%

# These rows are one share of the data. The share of hits here may be higher or lower than overall.
